High-throughput results as filed in PubChem.
AmpC inh detg: inhibitors of E. coli AmpC beta-lactamase with detergent; P00811; AmpC hydrolysis of nitrocefin, absorbance 480 nm, 0.01% Triton; Potency, µM (highest dose often 114 µM), without a hit: at the top dose activity change, negative = inhibition, usual class: inhibitors; 370,000 tested, 0.041% active; AID 485294;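 note: potency is the fitted concentration of half-maximal effect; 0% = no-compound wells and -100% = no-enzyme wells; nearly all actives have a fitted effect of over 25% in size; some results filed as inactive show a strong effect at the top dose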
Target sequence (P00811 whole entry, looked up): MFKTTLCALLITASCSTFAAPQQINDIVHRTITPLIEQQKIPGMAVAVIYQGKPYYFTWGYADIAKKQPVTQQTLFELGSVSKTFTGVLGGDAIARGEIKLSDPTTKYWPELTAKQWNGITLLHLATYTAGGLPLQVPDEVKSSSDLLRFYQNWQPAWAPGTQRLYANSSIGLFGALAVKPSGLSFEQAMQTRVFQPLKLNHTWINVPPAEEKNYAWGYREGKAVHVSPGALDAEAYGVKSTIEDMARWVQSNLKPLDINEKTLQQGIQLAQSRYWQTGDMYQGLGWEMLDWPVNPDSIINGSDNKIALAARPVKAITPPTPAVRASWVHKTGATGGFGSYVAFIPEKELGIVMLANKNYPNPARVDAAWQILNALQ
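AmpC (5.3 nM in the dispensed reagent) in 20 mM phosphate pH 7.0 with 0.01% (detergent screen) or 0.0001% Triton X-100 was preincubated with compounds for 15 min at room temperature. Nitrocefin was then added from an 800 uM solution, and hydrolysis was followed at 480 nm.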
AMA1 RON2 block: inhibitors of Plasmodium falciparum AMA1-RON2 interaction. AlphaScreen AMA1-biotinylated RON2 peptide binding. Potency, µM (highest dose often 58.2 µM), for the others: top-dose activity change, negative = inhibition, hits mostly inhibitors. 360,000 tested, 0.2% active. AID 720542;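 note: potency is the fitted concentration of half-maximal effect; 0% = vehicle wells and -100% = peptide control; nearly all actives have a fitted effect of over 45% in size; some results filed as inactive show a strong effect at the top dose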
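AMA1 (3D7) with his tag at 25 nM final met compounds first, then biotinylated RON2 peptide at 25 nM; detection used donor plus acceptor beads, 10 µg/mL apiece, read by AlphaScreen after 30 min at room temperature.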
LmPK inh: LmPK (Leishmania mexicana) enzyme inhibition; Q27686; purified LmPK, Kinase-Glo ATP luminescence, 1 h; Potency, µM (titrated, usually from 57.5 µM), inactives show at the highest dose activity change, negative = inhibition, hits mostly inhibitors; 290,000 tested, 0.37% active; AID 1721; note: potency is the fitted concentration of half-maximal effect
Target sequence (Q27686 whole entry, looked up): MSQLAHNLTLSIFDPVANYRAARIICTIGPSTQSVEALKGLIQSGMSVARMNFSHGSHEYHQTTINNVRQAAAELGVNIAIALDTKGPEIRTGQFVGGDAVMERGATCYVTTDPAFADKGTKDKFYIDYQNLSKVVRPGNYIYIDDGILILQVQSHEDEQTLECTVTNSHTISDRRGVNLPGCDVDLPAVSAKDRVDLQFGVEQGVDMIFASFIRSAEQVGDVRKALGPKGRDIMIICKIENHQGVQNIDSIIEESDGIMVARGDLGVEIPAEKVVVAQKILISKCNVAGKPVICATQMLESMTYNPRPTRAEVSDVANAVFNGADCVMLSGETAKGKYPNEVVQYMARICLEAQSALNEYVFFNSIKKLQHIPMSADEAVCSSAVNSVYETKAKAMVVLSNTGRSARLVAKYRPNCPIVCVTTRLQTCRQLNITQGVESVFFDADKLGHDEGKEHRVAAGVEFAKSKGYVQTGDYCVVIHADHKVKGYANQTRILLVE
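0.1 nM LmPK, 0.5 mM PEP, 0.1 mM ADP; 50 mM imidazole pH 7.2, 7 mM MgCl2, 50 mM KCl; 1 h RT. Kinase-Glo luminescence readout, normalized to no-enzyme (full inhibition) and uninhibited wells.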
HCMV inh: inhibitors of human cytomegalovirus; activity change, negative = inhibition, % at 57.5 µM; 410,000 tested, 4.5% active; HFF cells, HCMV-luciferase reporter, 72 h; active compounds read low; in the data active = activity change below about -60%; inconclusive = no clear call, values can overlap the other calls; inactive = above about -39%
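HFF cells seeded 16 h at 37C, treated with compounds, infected with luciferase-reporter HCMV at MOI 1 PFU/cell; luciferase read at 72 h post infection, normalized to buffer-only and Salinomycin controls.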
AmpC inh no detg: AmpC beta-lactamase inhibition without detergent. P00811. 330,000 tested, 0.52% active. AmpC nitrocefin hydrolysis, absorbance 480 nm, 0.0001% Triton. Potency, µM (series often up to 57.1 µM), for inactives: top-dose activity change, negative = inhibition, most hits filed as inhibitors;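 note: potency is the fitted concentration of half-maximal effect; plate controls were no compound for no effect and no enzyme for full effect; nearly all actives have a fitted effect of over 20% in size; some results filed as inactive show a strong effect at the top dose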
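AmpC (5.3 nM in the dispensed reagent) in 20 mM phosphate pH 7.0 with 0.01% (detergent screen) or 0.0001% Triton X-100 was preincubated with compounds for 15 min at room temperature. Nitrocefin was then added from an 800 uM solution, and hydrolysis was followed at 480 nm.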
Tb PYK inh: T. brucei pyruvate kinase inhibition; AID 624173; TbPYK enzyme, Kinase-Glo Plus ATP luminescence, 45 min; 410,000 tested, 0.12% active; Potency, µM (highest dose often 76.8 µM), for inactives: top-dose activity, negative = inhibition, actives largely listed as inhibitors; Q57TT1; note: potency is the fitted concentration of half-maximal effect; nearly all actives have a fitted effect of over 50% in size
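Assay buffer: 50 mM TEA pH 7.2, 100 mM KCl, 10 mM MgCl2, 0.05% BSA, 0.01% Tween-20. Pyruvate kinase from T. brucei plus substrate met compound, then ADP (130 uM final). Luminescence was read post 45 min RT.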
Sm TGR block: blocks Schistosoma mansoni thioredoxin glutathione reductase; 360,000 tested, 3% active; purified TGR, DTNB reduction, TNB absorbance 405 nm; Potency, µM (series often up to 114 µM), for inactives: top-dose activity change, negative = inhibition, hits mostly inhibitors; Q962Y6; note: potency is the fitted concentration of half-maximal effect; nearly all actives have a fitted effect of over 60% in size
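TGR 20 nM + NADPH 100 uM (dispensed conc.), cpd preinc 15 min RT; start with NADPH (500 uM addition) then DTNB (15 mM addition). Kinetic TNB absorbance, 405 nm filter. Four-parameter Hill fit across titration.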
* = called active by the depositor; ? = inconclusive; / = no result given; [ ] = dose if it differs, or a comment. Unless noted, calls come from the whole dose curve; as a rule, active = well fitted curve in the direction sought with a large enough effect; inconclusive = small, poorly fitted or top-dose-only effect, or another doubt; inactive = no such curve, though single readings can be large; an effect the other way counts as inactive or inconclusive. Unless noted, % is set by controls: 0 for no effect and ±100 for the full control effect.

1	CC1=Nc2cc(C(=O)NC3CCCC3)ccc2Sc2ccc(Cl)cc21
2	O=C(c1ccc(S(=O)(=O)N2CCCC2)cc1)N1CCN(c2ccccc2)CC1
3	COc1ccc(N(CC(=O)NCCc2ccc(OC)c(OC)c2)S(=O)(=O)c2c(C)noc2C)cc1
4	COc1ccc(S(=O)(=O)NC2CC2)cc1-n1cnnn1
5	Cc1nc2ccccc2c(=O)n1NC(=O)c1c(F)cccc1F
6	O=C(NCC(F)(F)F)c1cc2c(c(-c3cccc(-c4ccccc4F)c3)n1)[C@H](CCO)N(C(=O)CC1CC1)C2
7	Cc1cccc(N2CCN(Cc3nc(-c4ccccc4Cl)oc3C)CC2)n1
8	COc1ccc(C(=O)Nc2ccc3nc(N4CCN(C)CC4)cc(C)c3c2)c(OC)c1
9	COc1cc(SC)ccc1C(=O)Nc1ccc(S(=O)(=O)N2CCCC2)cc1
10	CCCc1[nH]c(=O)c(C#N)c2c1COC(C)(C)C2

Compound,1,2,3,4,5,6,7,8,9,10
LmPK inh,/,0%,-8%,-2%,-1%,/,2%,3%,1%,-1%
Sm TGR block,7%,3%,1%,1%,19%,/,-32%,-21%,1%[11.4 µM],2%
Tb PYK inh,-3%,1%,1%,23%,-12%,1%,1%,-4%,-13%,6%
AmpC inh detg,3%,3%,-4%,1%,2%,/,5%,0%,?,2%
AmpC inh no detg,/,69%[activator],88%[activator],-11%,-17%,/,149%[activator],194%[activator],-9%,-8%
HCMV inh,-72*,-16,-22,-16,-69*,-16,-18,-38,?,33
AMA1 RON2 block,/,6%,-2%,-2%,2%,4%,-13%,-2%,1%,0%

11	CC(C)OCCCNC(=O)c1ccc(NS(C)(=O)=O)cc1
12	CC(C)CN(C(=O)c1ccc(S(=O)(=O)N2CCOCC2)cc1)C1CCS(=O)(=O)C1 (stereo unspecified)
13	CCc1cc(C(=O)N2CCN(S(=O)(=O)c3ccc(Cl)cc3)CC2)sc1C
14	O=C(COc1cccc2c1CCNC2=O)Nc1ccc(Cl)cc1
15	COc1cccc(N(CC(=O)N2CCN(c3ccccc3OC)CC2)S(C)(=O)=O)c1
16	CC(=O)NC(c1cccc(F)c1)c1nc(/C=C/c2ccccc2)cs1 (stereo unspecified)
17	COc1ccc(C(CC(=O)c2ccc3c(c2)OCO3)C(=O)O)cc1OC (stereo unspecified)
18	O=C(O)/C=C/c1ccc(-n2ccnc2)cc1
19	CC(C)c1ccc(NC(=O)c2ccc(Cn3nc(N4CCN(c5ccccc5)CC4)ccc3=O)o2)cc1
20	O=C(COc1ccc(S(=O)(=O)NC2CCCCC2)cc1)NCC1CCCO1 (stereo unspecified)

Compound,11,12,13,14,15,16,17,18,19,20
LmPK inh,2%,/,/,/,5%,/,/,-7%,/,-16%
Sm TGR block,4%,3%,-10%,-1%,-2%,/,/,-5%,-11%,-31%
Tb PYK inh,1%,8%,-4%,-2%,-17%,3%,-2%,6%,-9%,-1%
AmpC inh detg,-20%,?,-6%,-12%,2%,/,/,4%,0%,?
AmpC inh no detg,-14%,-6%,-20%,-11%,64%[activator],/,/,2%,/,-13%
HCMV inh,4,-25,-12,-17,55,-15,30,0,-19,-39
AMA1 RON2 block,-1%,26%,-2%,0%,16%,14%,0%,10%,/,0%

Results in sequence from the list.
Entries 9–15 in AmpC inh detg, in turn: ?, 2%, -20%, ?, -6%, -12%, 2%
Entries 9–15 in HCMV inh, in turn: ?, 33, 4, -25, -12, -17, 55
Entries 9–15 in Tb PYK inh, in turn: -13%, 6%, 1%, 8%, -4%, -2%, -17%

Other records
21	COc1ccccc1CNC(=O)c1cccnc1
22	Cc1ccc(C)c(S(=O)(=O)Nc2ccc3sc(C)nc3c2)c1
23	Oc1ccc2ccccc2c1/C=N/Nc1nnc(-c2ncc[nH]2)c2ccccc12
24	CC(C)(C)c1ccc(S(=O)(=O)N2CCN(CC(=O)N3CC(=O)Nc4ccccc43)CC2)cc1
25	CCOc1ccc(C(C)(C)C)cc1S(=O)(=O)N1CC(C)OC(C)C1 (stereo unspecified)
26	Cc1cccc(OC(C)C(=O)OCC(=O)N2CCN(c3ccccc3)CC2)c1 (stereo unspecified)
27	Cc1cc2nc(Sc3c([N+](=O)[O-])nc(C)n3Cc3ccccc3)[nH]c2cc1C
28	Cc1ccc(NC(=O)CSc2nnc(-c3ccoc3C)n2CCCN(C)C)cc1Cl
29	CCCCNC(=O)COC(=O)c1ccc(F)cc1Cl
30	Cc1ccccc1-c1oc(C)c(C)[n+]1[O-]

Compound,21,22,23,24,25,26,27,28,29,30
LmPK inh,-1%,1%,2%,/,1%,/,9%,0%,5%,-1%
Sm TGR block,0%,-6%,-4%,?,0%,/,18µM*,-18%,0%,25µM*
Tb PYK inh,-5%,-12%,1%,0%,-1%,4%,-8%,-8%,-6%,4%
AmpC inh detg,2%,-5%,0%,-3%,?,/,-3%,-7%,-7%,1%
AmpC inh no detg,-5%,2%,-42%,69%[activator],77%[activator],73%[activator],-22%,41%,6%,-14%
HCMV inh,-18,-25,-102*,-2,-18,?,12,14,19,-2
AMA1 RON2 block,-4%,6%,60%[activator],-6%,13%,0%,-16%,16%,-14%,-12%

31	C=CCn1c(SCC(=O)Nc2cccc(S(=O)(=O)N(C)c3ccccc3)c2)nnc1C1CC1
32	O=C(CC1OC(=O)c2ccccc21)Nc1ccc(Cl)c(S(=O)(=O)N2CCCCC2)c1 (stereo unspecified)
33	COc1ccc(N2C(=O)C(Cl)=C(N(CCO)Cc3ccccc3)C2=O)cc1
34	COc1ccc(C(=O)N/N=C/c2c(C)nn(-c3ccccc3)c2OC)cc1
35	CNC(=O)c1cc(Cl)c(OC)c(OC)c1
36	CCCn1c(=O)c2c(ncn2C)n(CCC)c1=O
37	O=S(=O)(NC1CCC(CNS(=O)(=O)c2c(F)cccc2F)CC1)c1ccc2c(c1)OCCO2 (stereo unspecified)
38	CCC(=O)Nc1ccc2c(c1)Cc1cc(NC(=O)CC)ccc1-2
39	CSc1ccc(CCNC(=O)c2ccc3c(c2)c(C)c(C)n3Cc2ccc(F)cc2)cc1
40	Cc1ccc2[nH]c(=O)c3cc(C(=O)N4CCN(C(=O)c5ccco5)CC4)sc3c2c1

Compound,31,32,33,34,35,36,37,38,39,40
LmPK inh,/,/,8%,/,-2%,/,/,3%,/,13%
Sm TGR block,-1%,-24%,1%,/,-21%,-16%,0%,0%,-36%,?
Tb PYK inh,?,4%,0%,0%,-14%,9%,/,-4%,1%[15.4 µM],0%
AmpC inh detg,-3%,?,-3%,/,?,-10%,?,-12%,1%,-14%
AmpC inh no detg,23%,-25%,12%,/,-34%,-7%,-35%,-3%,/,52%
HCMV inh,-39,-34,10,-21,6,-13,/,0,0,-31
AMA1 RON2 block,0%,-22%,-8%,2%,-9%,19%,/,3%,/,14%

41	CCCCCCC1CC(=O)NC(=S)N1 (stereo unspecified)
42	c1ccc(CNc2nc(N3CCOCC3)nc(N3CCOCC3)n2)cc1
43	CC(=O)c1ccc(NC(=O)Cn2nc(C)c([N+](=O)[O-])c2C)cc1
44	Cc1cc(NS(=O)(=O)c2ccc(Nc3nc(-c4sc(NC(=O)c5ccccc5)nc4C)cs3)cc2)no1
45	CN1CC(=O)N(CC(=O)Nc2ccc(Br)cc2F)C1=O
46	CCC(=O)N(c1nnc(SCC(=O)Nc2ccccc2Cl)s1)C1CC1
47	CN(Cc1ccc(Cl)cc1)C(=O)COC(=O)CSc1ccc([N+](=O)[O-])cc1
48	COC(=O)C1(C)NC(c2cccc(C)c2)C2C(=O)N(c3ccc(F)cc3)C(=O)C21 (stereo unspecified)
49	COCCNC(=O)C(c1ccc(C)o1)N(C(=O)c1snc(C(N)=O)c1N)c1ccc(C)cc1 (stereo unspecified)
50	COc1ccccc1CNC(=O)CCCCn1c(=O)c2ccccc2n(Cc2ccccc2C)c1=O

Compound,41,42,43,44,45,46,47,48,49,50
LmPK inh,-14%,0%,-2%,-1%,9%,/,/,3%,3%,/
Sm TGR block,49%[activator],-20%,-7%,-8%,10%,-20%,-17%,4%,-21%,-8%
Tb PYK inh,-3%,0%,-3%,/,1%,-2%,-6%,-1%,3%,-10%
AmpC inh detg,1%,?,-5%,-6%,2%,-2%,-8%,8%,-1%,-4%
AmpC inh no detg,-22%,27%,-24%,-45%,-26%,-18%,-9%,-16%,108%[activator],/
HCMV inh,20,35,-11,/,-26,-4,5,-2,?,5
AMA1 RON2 block,-4%,-1%,4%,/,5%,-5%,-7%[11.6 µM],7%,-14%,/

Reformatted in markdown: four of the compounds above.
| No. | Molecule | LmPK inh | Sm TGR block | Tb PYK inh | AmpC inh detg | AmpC inh no detg | HCMV inh | AMA1 RON2 block |
| --- | --- | --- | --- | --- | --- | --- | --- | --- |
| 42 | c1ccc(CNc2nc(N3CCOCC3)nc(N3CCOCC3)n2)cc1 | 0% | -20% | 0% | ? | 27% | 35 | -1% |
| 48 | COC(=O)C1(C)NC(c2cccc(C)c2)C2C(=O)N(c3ccc(F)cc3)C(=O)C21 (stereo unspecified) | 3% | 4% | -1% | 8% | -16% | -2 | 7% |
| 43 | CC(=O)c1ccc(NC(=O)Cn2nc(C)c([N+](=O)[O-])c2C)cc1 | -2% | -7% | -3% | -5% | -24% | -11 | 4% |
| 45 | CN1CC(=O)N(CC(=O)Nc2ccc(Br)cc2F)C1=O | 9% | 10% | 1% | 2% | -26% | -26 | 5% |

Further structures
51	CSCCC(NC(=O)c1occc1C)C(=O)O (stereo unspecified)
52	CC(=O)c1sc(NC(=O)C2(F)C(F)(F)C(F)(F)C(F)(F)C(F)(F)C2(F)F)nc1C
53	Cc1cc(C)nc(N(C#N)Cc2ccccc2)n1
54	O=C(c1n[nH]c2ccccc12)N1CCN(S(=O)(=O)c2ccc(Cl)cc2)CC1
55	CNC(=O)c1sc2nc(-c3ccc(OC)cc3)cn2c1C

Compound,51,52,53,54,55
LmPK inh,-2%,0%,-3%,/,5%
Sm TGR block,-8%,50µM*,3%,9%,1%
Tb PYK inh,3%,-3%,-7%,2%,6%
AmpC inh detg,?,-10%,?,4%,-5%
AmpC inh no detg,-4%,-1%,28%,-22%,73%[activator]
HCMV inh,-19,-98*,-5,-11,90
AMA1 RON2 block,-2%,4%,-11%,-1%,-10%
